Compound activity (PubChem)
Cl transport mod = modulates chloride dependent transport by human KCC2; Q9H2X9; 190,000 tested, 2.2% active; B-score of Tl+ flux slope (higher = more flux/activation; lower = inhibition) at 10 µM; KCC2 cells, thallium flux FluoZin-2 fluorescence;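 active means thallium flux slope and its plate-corrected score both differing from the plate sample mean at a set confidence after two filtering rounds, in either direction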;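 further: slope of fluorescence scaled to starting intensity during 10 to 20 s after thallium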
L929 necroptosis = blocks zVAD induced death of L929 cells; viability rescue, % at 10 µM; 220,000 tested, 0.38% active; L929 zVAD necroptosis rescue, ATP luminescence, 24 h; with zVAD 60 µM; AID 1377;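 active means activation, scaled between plate controls, above about 75%, limit read from the data; inactive means activation under that limit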;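 further: 0% = zVAD with DMSO and 100% = DMSO alone without zVAD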
FXIIa inh 1536 = inhibitors of human coagulation factor XIIa | 220,000 tested, 0.3% active | P00748 | inhibition, % at 5 µM | purified FXIIa, Boc-QGR-AMC fluorogenic substrate, 2 h; in the data active means inhibition above about 40%;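 further: 0% = enzyme with no compound and 100% = blank without enzyme; many of its hits are not listed in these tables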
hK5 inh = blocks human kallikrein 5 protease activity | recombinant hK5, fluorogenic AMC substrate cleavage | inhibition, % at 5 µM | 210,000 tested, 0.59% active | AID 873;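 active means inhibition of 40% or more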;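 further: 0% = enzyme controls without compound and 100% = no-enzyme blanks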
Target sequence (Q9Y337 67-293 limits assumed): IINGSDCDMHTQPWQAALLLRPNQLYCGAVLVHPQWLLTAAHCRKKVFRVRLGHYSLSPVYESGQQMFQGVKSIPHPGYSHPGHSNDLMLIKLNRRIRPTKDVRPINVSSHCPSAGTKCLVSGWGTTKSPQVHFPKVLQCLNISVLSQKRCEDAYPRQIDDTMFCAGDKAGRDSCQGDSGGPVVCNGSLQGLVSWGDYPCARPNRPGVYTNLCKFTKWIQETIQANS
Hck-Nef inh = inhibitors of human Hck kinase activated by Nef. inhibition, % at 20 µM. 220,000 tested, 0.68% active. Recombinant Hck-YEEI plus Nef, Z-Lyte FRET kinase assay. P08631;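 active means Hck-Nef kinase inhibition above about 50%, limit read from the data; inactive means inhibition below that limit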;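 further: 0% = DMSO with Hck plus Nef and 100% = Hck alone without Nef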
Thrombin inh = thrombin (human) inhibition | alpha-thrombin, Boc-VPR-AMC fluorogenic substrate cleavage | 220,000 tested, 0.26% active | inhibition, % at 5 µM | P00734;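 active means inhibition at or above 40%; inactive means inhibition below 40%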;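 further: 0% = enzyme with no compound and 100% = wells without enzyme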
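Material: human alpha-thrombin enzyme / Medium: pH 7.5 Tris (50 mM) with NaCl 150 mM, Tween 20 0.05% / Compound: single-point dosing at 5 µM, 0.2% DMSO / Incubation: enzyme reaction carried out at room temperature / Detection: AMC fluorescence, 355/460 nm / Read-out basis: percent inhibition scaled between no-compound controls and no-enzyme blanks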
Rad51 HR inh = blocks human Rad51 in homologous recombination; Q06609; hRad51 DNA strand exchange, fluorescence dequenching; inhibition, % at 10 µM; 200,000 tested, 0.085% active;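 active means inhibition above 40% at the single screening dose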;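 further: 0% = DMSO control wells and 100% = blanks with heterologous ssDNA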
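Test system: preformed human Rad51 ssDNA filaments. Compound dosing: single dose, 10 µM final compound. Incubation: filaments 15 min 37 °C, then compound 30 min. Technique: FRET fluorescence dequenching, excitation 485 nm, emission 520 nm. Read-out basis: percent inhibition from fluorescence, normalised to plate control and blank means. Benchmarks: plate controls and plate blanks.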
TNF death inh = inhibitors of TNF-alpha induced necroptosis in Jurkat FADD-/- cells. activation (protection from cell death), % at 10 µM. Jurkat FADD-/- TNF necroptosis rescue, ATP luminescence, 24 h; 0 = TNF only, 100 = no-TNF cells. 220,000 tested, 0.068% active;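 active means activation, meaning protection from cell death, of at least 50% relative to plate controls; inactive means activation below 50%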;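 further: necroptosis triggered by 40 ng/mL TNF-alpha added together with compound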
FXIa inh = factor XIa (human) inhibition; P03951; purified FXIa, Boc-Glu-Ala-Arg-AMC fluorogenic substrate; inhibition, % at 5 µM; 220,000 tested, 0.14% active; AID 798;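 active means inhibition of at least 40%; inactive means inhibition below 40%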;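 further: fluorescence of freed AMC excited at 355 nm; 0% = enzyme without compound and 100% = no enzyme blank; many of its hits are not listed in these tables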
Target sequence (P03951 19-387 limits assumed): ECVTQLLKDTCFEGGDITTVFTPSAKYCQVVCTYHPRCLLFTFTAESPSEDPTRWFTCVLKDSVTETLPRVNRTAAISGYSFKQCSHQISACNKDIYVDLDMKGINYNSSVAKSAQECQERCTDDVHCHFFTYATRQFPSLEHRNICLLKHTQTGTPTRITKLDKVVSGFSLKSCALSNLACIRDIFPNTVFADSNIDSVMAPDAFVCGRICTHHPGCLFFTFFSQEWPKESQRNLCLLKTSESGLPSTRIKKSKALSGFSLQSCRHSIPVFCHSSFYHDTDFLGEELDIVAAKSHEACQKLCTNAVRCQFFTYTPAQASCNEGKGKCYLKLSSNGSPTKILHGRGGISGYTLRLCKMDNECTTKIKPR
Target sequence (P03951 388-625 limits assumed): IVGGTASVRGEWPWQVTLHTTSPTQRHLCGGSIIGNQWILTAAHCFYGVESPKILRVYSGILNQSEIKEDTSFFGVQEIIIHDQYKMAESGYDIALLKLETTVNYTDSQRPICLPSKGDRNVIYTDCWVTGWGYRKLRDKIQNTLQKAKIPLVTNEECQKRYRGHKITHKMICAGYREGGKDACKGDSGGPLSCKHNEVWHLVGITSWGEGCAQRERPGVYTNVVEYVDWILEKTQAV
Active calls of the source: *; nt = not tested or not shown. An excerpt (hit frequency here may not be typical).

SMILES	Cl transport mod	L929 necroptosis	FXIIa inh 1536	hK5 inh	Hck-Nef inh	Thrombin inh	Rad51 HR inh	TNF death inh	FXIa inh
Nc1c(Br)cc2oc(-c3ccccc3)nc2c1Br	0.017	0.8	1	-11	4	-12	-2	1.1	-9
COc1cc(NS(=O)(=O)c2ccc(NC(=O)/C=C/c3cccc([N+](=O)[O-])c3)cc2)ncn1	-1.4	2.0	10	6	15	-7	16	1.1	4
O=C(CN(c1ccccc1)S(=O)(=O)c1ccc(F)cc1)NC1CCS(=O)(=O)C1 (stereo unspecified)	0.13	0.5	3	-2	18	-4	14	1.5	-3
CCn1cc(C(=O)NCCCN(C)C)c(=O)c2cc(F)c(N3CCN(C)CC3)cc21	nt	-0.5	8	-10	0	1	-7	1.0	-2
CN1CCN(CCC(=O)Nc2ccc(F)c(F)c2)CC1	-0.35	0.5	7	-8	-31	-5	-5	1.6	-4
COc1ccc2c(c1)c1ncn(CCN3CCNCC3)c(=O)c1n2C	0.94	0.5	-9	-15	1	-1	-10	2.0	26
Cc1cccc(-n2c(=O)c3c(n4cnnc24)-c2ccccc2CC32CCCCC2)c1	-0.27	-0.2	10	-15	1	-1	9	-9.4	-1
COc1ccc2nc(/C(C#N)=C\c3ccc(Oc4ccc([N+](=O)[O-])cn4)cc3)[nH]c2c1	-1.1	3.6	8	-7	13	-4	-38	4.8	5
CCSc1nnc(NC(=O)NCC(F)(F)F)s1	-0.21	-0.3	13	1	-2	-3	-4	0.6	3
COc1cccc(CNn2cn[nH]c2=S)c1OCc1ccccc1	-0.85	1.4	4	-4	-3	7	0	-0.4	-2
CCn1nc(C(=O)OCC(=O)N2CC(=O)Nc3ccccc32)c2ccccc2c1=O	-2.5	1.5	6	0	0	-7	-6	-0.7	-4
COc1ccc(/C=N/NC(=O)c2cccc(OC(F)(F)C(F)F)c2)c(OC)c1OC	-1.3	-0.5	16	-7	6	-7	-5	1.1	9
NNC(=O)CNC(c1ccccc1)c1cc(Br)ccc1NC(=O)c1ccccc1Br (stereo unspecified)	-0.7	-0.5	-2	22	0	-6	1	-3.3	-14
CC(OC(=O)c1cc2sccc2n1C)C(=O)NCc1ccc2c(c1)OCO2 (stereo unspecified)	-2.6	-0.2	-14	-26	1	-12	-3	-3.0	-10
Cc1ccccc1NC1=NS(=O)(=O)c2ccccc21	0.81	-0.2	21	12	-12	3	9	-0.4	7
O=C(Cn1c(CSc2ccccc2)nc2ccccc21)Nc1ccccc1	-1.8	0.1	14	2	-1	-1	7	-1.9	-1
CC(=O)N(CCC(Cc1ccccc1)c1ccc2c(c1)OCO2)Cc1ccc(Cl)cc1 (stereo unspecified)	-1.9	-0.2	5	-10	0	1	-2	-3.7	0
COC(=O)c1ccc(C23CC4(C2)[C@H](CN(CC2CCCCC2)[C@@H]4c2ccccc2)C3c2ccc(Cl)nc2)cc1 (stereo partly specified)	0.67	0.9	4	4	11	0	11	1.8	0
COc1cc(C)c(C(C)C)cc1S(=O)(=O)NCCCn1ccnc1	0.49	0.8	18	-19	0	-4	6	0.3	3
CCCOc1ccc(C(NC(=O)CC(C)C)NC(=O)CC(C)C)cc1OC	1.5	0.3	-1	-13	-12	-8	nt	-0.4	-5
CCOc1ccc(N2C(=O)CC(Sc3nc(C)cc(C)n3)C2=O)cc1 (stereo unspecified)	nt	1.3	-6	2	4	-1	-2	0.2	-5
CC1CCN(C(=S)c2cn(Cc3cccc(F)c3)c3ccccc23)CC1	0.88	0.9	12	-14	0	3	7	2.2	8
O=c1[nH]n2cc(-n3cc([N+](=O)[O-])cn3)cnc2c1Br	0.91	-0.6	3	-5	-25	-6	-2	0.5	-4
Cc1cc(NC(=O)CSc2nc(=O)cc(N)n2-c2ccc(Cl)cc2)no1	0.54	0.1	5	7	10	-6	nt	0.5	-1
CNC(=S)NNC(=O)c1sc2cc(C(F)(F)F)cnc2c1-c1ccccn1	-0.0052	-0.1	10	-6	17	-6	17	-0.1	-2
COc1ccc(CC(=O)Nc2ccc(OC)nc2)cc1	0.12	2.6	3	-1	-10	1	-1	0.6	-4
CCN(C(=O)CSc1nc2ccccc2n1CC)C1CCS(=O)(=O)C1 (stereo unspecified)	-0.18	0.4	4	-14	3	5	2	-0.8	13
Cc1ccc(C(=O)NC2CC3CCCC(C2)N3C(=O)NC2CCCCC2)cc1 (stereo unspecified)	-0.081	0.1	11	-6	2	3	4	-2.3	2
COc1ccc(-c2nnc(SCc3ccccc3F)o2)cc1OC	0.14	3.7	15	-10	-1	3	-1	4.7	7
OCCCNC(=S)Nc1ccc2nccnc2c1	-0.81	34	6	2	26	-5	5	0.6	1
Cc1cc(C(=O)N2CCN(C(c3ccccc3)c3ccccc3)CC2)no1	-0.0043	0.2	3	6	0	4	2	-0.6	3
CC1CCCN(CCCNC(=O)CCn2nc(-c3ccccc3)ccc2=O)C1 (stereo unspecified)	0.62	1.3	-4	1	1	-4	nt	0.3	-2
COc1ccc(C(C)=O)cc1COC(=O)CNC(=O)c1ccc(F)cc1	0.19	1.2	10	-10	5	2	5	0.6	4
CCCCn1cnc2c(oc3nc4c(cc32)CCCC4)c1=O	-1.1	0.7	2	-1	13	-1	9	1.4	10
C=CSc1sc(Cl)c(N(CC)CC)c1[N+](=O)[O-]	-0.014	1.4	26	22	28	13	-24	-0.7	33
CSc1nc2ncc3c(n2n1)CC(C)(C)CC3=O	0.23	1.8	-1	-16	-12	-2	15	0.4	-7
CCOC(=O)CSc1nc2cc(C)ccc2cc1C#N	nt	1.4	15	-2	2	3	7	-1.6	6
CC(C)NC(=O)c1nc2ccccc2s1	1.6	0.5	16	-8	8	-5	2	0.0	3
Cc1ccc(NC(=O)C2C3CCCC2C3c2ccccc2)cc1C (stereo unspecified)	-0.4	0.1	-13	-10	-1	-6	3	-11	-14
CCCc1cc(-c2n[nH]c(=S)n2-c2cccc(C)c2)cs1	106*	-0.2	2	-12	31	0	1	-0.6	-5
CC(=O)N1CCc2cc(S(=O)(=O)NC3CCCc4ccccc43)ccc21 (stereo unspecified)	-0.76	0.4	5	-27	1	1	8	-4.5	8
Cc1cccc(NC(=S)N(CCN(C)C)Cc2cc3cccc(C)c3[nH]c2=O)c1	-0.03	0.1	7	-25	1	-8	2	8.5	0
Cc1cccc(/C=N/Nc2ccc3ccccc3n2)c1	0.71	5.2	5	0	16	3	5	-1.5	-7
O=C(Nc1ccccc1Cl)c1cc(S(=O)(=O)N2CCCCC2)ccc1N1CCOCC1	nt	0.2	14	-2	2	3	-7	-5.3	2
Cc1ccc2c(CSc3nc4nc(C)cc(C)n4n3)cc(=O)oc2c1	-1.4	0.3	21	4	0	3	1	-1.9	9
COc1ccccc1NS(=O)(=O)c1cc([N+](=O)[O-])ccc1N/N=C/c1sc(N2CCOCC2)nc1-c1ccccc1	0.29	1.7	5	-6	-2	-5	-386	2.1	3
O=c1c2ccccc2ncn1-c1ccc(Cl)c(Cl)c1	-0.39	-0.3	11	-10	10	0	-9	-0.8	1
Cc1cc(N/N=C/c2ccc(O)cc2O)nc(-n2nc(C)cc2C)n1	-0.029	23	12	-9	0	-1	-3	2.3	7
CCn1nc(C(=O)N[C@@H](CCSC)c2nc3ccccc3[nH]2)c2ccccc2c1=O	-1.6	0.5	12	-9	20	0	-1	2.2	1
CCNC(=O)Cc1c(OC)ccc2cc(Br)ccc12	-0.76	1.6	nt	5	-5	-3	-4	0.6	1

Exported bar-delimited: part of the list above
Compound | Cl transport mod | L929 necroptosis | FXIIa inh 1536 | hK5 inh | Hck-Nef inh | Thrombin inh | Rad51 HR inh | TNF death inh | FXIa inh
Cc1cccc(/C=N/Nc2ccc3ccccc3n2)c1 | 0.71 | 5.2 | 5 | 0 | 16 | 3 | 5 | -1.5 | -7
O=C(Nc1ccccc1Cl)c1cc(S(=O)(=O)N2CCCCC2)ccc1N1CCOCC1 | nt | 0.2 | 14 | -2 | 2 | 3 | -7 | -5.3 | 2
Cc1ccc2c(CSc3nc4nc(C)cc(C)n4n3)cc(=O)oc2c1 | -1.4 | 0.3 | 21 | 4 | 0 | 3 | 1 | -1.9 | 9
COc1ccccc1NS(=O)(=O)c1cc([N+](=O)[O-])ccc1N/N=C/c1sc(N2CCOCC2)nc1-c1ccccc1 | 0.29 | 1.7 | 5 | -6 | -2 | -5 | -386 | 2.1 | 3

Additional structures follow.
SMILES	Cl transport mod	L929 necroptosis	FXIIa inh 1536	hK5 inh	Hck-Nef inh	Thrombin inh	Rad51 HR inh	TNF death inh	FXIa inh
CC1C/C(=N/N=C2/NC(=O)CS2)CC(C)(C)C1 (stereo unspecified)	3.4	-0.2	23	-37	-3	-6	4	-2.1	18
Cc1cc(NC(=O)CSc2nc(C(C)C)nc3ccccc23)no1	-0.046	0.9	17	-8	1	1	-2	-6.5	2
CN1CCN(C2=C(Cl)C(=O)N(c3cccc(Cl)c3)C2=O)CC1	0.3	-0.1	4	0	2	1	-8	-0.7	4
COC(=O)c1cccc(NC(=S)NCc2ccc(F)cc2)c1	-0.74	-1.3	10	1	8	2	-8	0.2	-3
O=C(N/N=C/c1ccccc1Cl)c1nc2ccc([N+](=O)[O-])cc2c(=O)[nH]1	2.2	0.0	16	-7	6	4	-53	-1.1	6
Cc1cc(/C=N/Nc2nc(N)ncc2[N+](=O)[O-])c(C)n1-c1ccccc1F	0.66	-0.4	9	1	29	2	5	-4.6	2
Cc1noc(C)c1COc1ccc(C(=O)OCC(=O)NCc2ccccc2Cl)cc1	1	0.7	8	-9	6	-3	9	1.1	4
O=S(=O)(c1ccc(Br)s1)N1CCC(Cc2ccccc2)CC1	0.15	0.4	5	-9	-20	-4	13	-1.4	-7
CCC(=O)OC1CSc2nc3ccccc3n2C1 (stereo unspecified)	-0.44	0.1	-8	9	1	-4	-2	-2.1	-7
Cc1onc(-c2ccccc2Cl)c1C(=O)NC(=S)Nc1ccc(C(C)C)cc1	9.9*	0.9	0	-4	0	-7	-11	1.8	-3
COc1ccccc1CNc1nc(S(=O)(=O)c2ccccc2)c(Cl)s1	-0.69	0.4	7	-26	1	-8	nt	1.5	0
O=C(CO/N=C/c1c(Cl)cccc1Cl)NNC(=O)c1ccc(Cl)cc1	6.7*	-0.2	2	-1	23	-7	nt	1.3	-1
COc1ccc(/C=N/n2cncn2)cc1CSc1ccccn1	-1.5	-1.0	8	-2	2	3	1	-3.7	6
CCOc1cc(NC(=O)c2ccccn2)c(OCC)cc1NC(=O)c1cccc(C)c1	2	48	7	3	14	-3	-28	0.0	-1
C/C(=N\Nc1nccnc1Cl)c1c(F)c(F)c(F)c(F)c1F	-0.67	0.6	11	-16	4	-3	0	1.3	6
O=C1c2cccc(OCC(=O)N3CCCc4ccccc43)c2CCN1Cc1cccnc1	0.89	-1.7	7	2	22	-4	-4	-4.2	-4
COCC(=O)NCc1nc2ccccc2n1Cc1ccccc1F	-0.066	-2.1	4	-28	-15	-2	-3	0.5	-6
Clc1ccc(/C=N/Nc2nnc(Cl)c3ccccc23)cc1	1.1	1.7	15	2	-7	2	0	-0.5	7
CCC(=Nc1ccc(N)cc1)C1=C(O)C(C(=O)OC)C(C)(C)CC1=O (stereo unspecified)	-1.6	0.6	14	-2	-1	10	-9	-4.2	-1
Cc1c(NC(=O)C(C)Sc2ccccc2)c(=O)n(-c2ccccc2)n1C (stereo unspecified)	-0.12	-1.2	11	3	-24	18	-1	0.3	2
